Screens deposited in PubChem by National Center for Advancing Translational Sciences (NCATS).
MBNL1 CUG block: inhibitors of human MBNL1 binding to CUG repeat RNA | TR-FRET MBNL1-His/biotin-(CUG)12 binding, 665/545 ratio | Potency, µM (highest dose often 57.5 µM), for the others: at the highest dose activity change, negative = inhibition, actives largely listed as inhibitors | 280,000 tested, 0.036% active | AID 2675; active = well fitted inhibition curve with a large enough effect in the signal ratio, with a control signal flat, not every such curve was filed as active; inconclusive = small, poorly fitted or top-dose-only effect, or effect the other way, or a change in a side signal; inactive = no such curve, though single readings can be large or run the other way; the % refers to the signal ratio; note: % is set by controls: 0 for no effect and ±100 for the full control effect
Target sequence (Q9NR56 whole entry, looked up): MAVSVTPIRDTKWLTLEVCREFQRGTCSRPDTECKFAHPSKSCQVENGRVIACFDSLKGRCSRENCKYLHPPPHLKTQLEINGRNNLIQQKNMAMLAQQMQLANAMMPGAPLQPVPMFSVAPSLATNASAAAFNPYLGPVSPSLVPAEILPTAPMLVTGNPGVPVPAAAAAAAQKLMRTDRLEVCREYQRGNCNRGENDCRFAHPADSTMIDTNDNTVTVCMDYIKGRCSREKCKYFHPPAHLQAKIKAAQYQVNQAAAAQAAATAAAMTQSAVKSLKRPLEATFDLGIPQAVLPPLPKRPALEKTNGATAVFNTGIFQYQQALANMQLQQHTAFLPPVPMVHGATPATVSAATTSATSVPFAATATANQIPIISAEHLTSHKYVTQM
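Ratiometric TR-FRET (665 over 545 nm, excitation 340 nm) tracks disruption of MBNL1-His/biotin-(CUG)12 complex after 60 min at room temperature, with compounds at 92 nM to 58 uM final.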
BRCA1 expr up: BRCA1 expression activation; MCF7-BRCA1-FFLuc reporter, luminescence, 48 h; response scale: scaled: vehicle 0%, 10 µM genistein 100%; 380,000 tested, 1.1% active; Potency, µM (series often up to 46.1 µM), for inactives: top-dose activation, actives largely listed as activators; AID 624202; note: nearly all actives have a fitted effect of over 80% in size; some results filed as inactive show a strong effect at the top dose
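Reporter cells (MCF7, BRCA1 promoter-firefly luciferase) received library compounds across a concentration series for 48 h. End-point luminescence was measured and concentration-effect curves derived after normalization.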
FLuc modulator: inhibits or activates purified firefly luciferase, miR-21 counter-screen; P08659; purified FLuc, Km substrates, luminescence inhibition; Potency, µM (series often up to 57.5 µM), without a hit: at the highest dose activity change, negative = inhibition, most hits filed as inhibitors; 360,000 tested, 6.9% active;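 note: plate controls were vehicle for no effect and reference inhibitor for full effect; nearly all actives have a fitted effect of over 55% in size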
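Purified P. pyralis luciferase, 10 nM final, with Km-level 10 uM D-luciferin and 10 uM ATP in 50 mM Tris acetate pH 7.5, 10 mM Mg acetate, 0.01% Tween-20, 0.05% BSA; 6-point qHTS titration about 60 µM downward; luminescence read.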
RORgamma inh: ROR gamma (mouse) transcription inhibition. P51450. Drosophila S2 Gal4-RORgamma UAS-luciferase reporter, 20 h. Potency, µM (highest dose often 53.6 µM), for the others: at the highest dose activity change, negative = inhibition, hits mostly inhibitors. 310,000 tested, 5.4% active. AID 2551; note: % is set by controls: 0 for no effect and ±100 for the full control effect; nearly all actives have a fitted effect of over 60% in size
Target sequence (P51450 whole entry, looked up, the tested form may be a part): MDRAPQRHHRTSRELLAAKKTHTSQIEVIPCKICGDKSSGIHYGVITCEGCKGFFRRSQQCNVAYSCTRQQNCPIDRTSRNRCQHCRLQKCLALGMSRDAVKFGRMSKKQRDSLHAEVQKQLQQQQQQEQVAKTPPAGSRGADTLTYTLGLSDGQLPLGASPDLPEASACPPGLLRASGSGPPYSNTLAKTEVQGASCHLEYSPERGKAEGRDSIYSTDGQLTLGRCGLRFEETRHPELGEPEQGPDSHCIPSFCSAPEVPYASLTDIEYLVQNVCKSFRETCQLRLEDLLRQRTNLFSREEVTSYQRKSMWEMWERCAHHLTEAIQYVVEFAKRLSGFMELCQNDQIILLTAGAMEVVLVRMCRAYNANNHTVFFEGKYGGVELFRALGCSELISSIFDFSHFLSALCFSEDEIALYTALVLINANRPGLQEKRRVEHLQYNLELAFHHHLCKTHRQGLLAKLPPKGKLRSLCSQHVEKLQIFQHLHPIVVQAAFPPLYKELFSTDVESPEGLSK
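Luminescence from a UAS-regulated Photinus luciferase reporter in stably transfected Drosophila Schneider cells is measured; decreased signal marks ROR gamma inhibition. Fusion expression is induced by 700 uM copper sulfate for 20 hr.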
NPC1 promoter act: activates the NPC1 promoter; Huh7 NPC1 promoter luciferase reporter, 24 h; Potency, µM (titrated, usually from 9.22 µM), inactives show top-dose activation, usual class: activators; 320,000 tested, 2.4% active;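 note: % of control where 0% means no effect; nearly all actives have a fitted effect of over 60% in size; reporter is driven by a mutant NPC1 promoter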
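Luciferase expression driven by the NPC1 promoter was measured in stably transfected Huh7 cells after a 24 h compound incubation, using a luciferase reagent and a luminescence read.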
p53 reactivation: restores transcriptional activity of mutant p53. H1299 p53-A138V BP100-luciferase reporter, luminescence, 24 h. Potency, µM (titrated, usually from 92.2 µM), for inactives: at the highest dose activity change, positive = activation, usual class: activators. 320,000 tested, 0.063% active. AID 504706; note: % of control where 0% means no effect; nearly all actives have a fitted effect of over 45% in size
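H1299 (p53-null), stable ts p53-A138V + BP100-Luc; 1000 cells/well, Opti-MEM/10% FBS; cpd 4 pt, 1:5; 24 h, 37 deg C, 5% CO2; detection reagent 10 min RT; luminescence.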
uPA surface inh: cell surface uPA generation inhibition; AID 540303; Potency, µM (top dose mostly 38.3 µM), inactives show top-dose activity change, negative = inhibition, most hits filed as inhibitors; 330,000 tested, 0.31% active; cell surface uPA generation assay, qHTS; active = well fitted inhibition curve with a large enough effect; inconclusive = small, poorly fitted or top-dose-only effect; inactive = no such curve, though single readings can be large or run the other way; tested in mouse RAW 264.7 cells; note: % is set by controls: 0 for no effect and ±100 for the full control effect; nearly all actives have a fitted effect of over 55% in size
ELG1 genotox: genotoxicity induction in ELG1-luciferase HEK293T cells; HEK293T ELG1-luciferase reporter, luminescence, 16 h; Potency, µM (top dose mostly 46 µM), for inactives: at the highest dose activity change, positive = activation, most hits filed as activators; 330,000 tested, 1.3% active; note: % of control where 0% means no effect; nearly all actives have a fitted effect of over 60% in size
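Luminescence read-out: rising ELG1-luciferase signal, reflecting elevated ELG1 protein under genetic stress, flags genotoxic compounds. Cells were treated for 16 hr at 37 °C before ONE-Glo detection.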
Rab9 promoter act: activators of Rab9 promoter | Huh7 Rab9 promoter-luciferase reporter, luminescence, 24 h | Potency, µM (highest dose often 9.22 µM), for inactives: at the highest dose activation, negative = inhibition, most hits filed as activators | 320,000 tested, 2.8% active | AID 485297; note: % of control where 0% means no effect; nearly all actives have a fitted effect of over 60% in size
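Rab9 promoter-driven luciferase in stably transfected Huh7 cells; 1500 cells/well rested 2 h, exposed to compound in DMSO for 24 h at 37 °C, 5% CO2. Luminescence read 10 min after adding luciferase reagent at ambient temperature.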
Gal4-VP16 FLuc: inhibits Gal4-VP16 luciferase reporter, ROR gamma counter-screen. Drosophila S2 Gal4-VP16 UAS-luciferase, luminescence, 20 h. Potency, µM (doses to about 53.6 µM), for inactives: at the top dose activity, negative = inhibition, actives largely listed as inhibitors. 310,000 tested, 3.5% active;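 note: Gal4-VP16 expression switched on by copper sulfate through the metallothionein promoter; % is set by controls: 0 for no effect and ±100 for the full control effect; nearly all actives have a fitted effect of over 50% in size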
* = called active by the depositor; ? = inconclusive; . = no result given; [ ] = remark or other dose. Unless noted, calls come from the whole dose curve; as a rule, active = well fitted curve in the direction sought with a large enough effect; inconclusive = small, poorly fitted or top-dose-only effect, or another doubt; inactive = no such curve, though single readings can be large; an effect the other way counts as inactive or inconclusive. Potency is the fitted concentration of half-maximal effect.

compound	MBNL1 CUG block	BRCA1 expr up	FLuc modulator	RORgamma inh	NPC1 promoter act	p53 reactivation	uPA surface inh	ELG1 genotox	Rab9 promoter act	Gal4-VP16 FLuc
COc1ccc(-c2cnn3c4c(c(C)nc23)CCN4C2CCCC2)cc1OC	-6%	-25%	-16%	9%	0%	-4%	-1%	4%	-9%	-5%
COC(=O)C(C)Oc1ccc(-c2nccc(-c3ccc(F)cc3)n2)cc1 (stereo not given)	0%	59%	15µM*	8%	7%	8%	-15%	4%	0%	4%
c1ccc2sc(NN=C3CCCC3)nc2c1	7%	0%	2.7µM*	7.9µM*	1.4µM*	?	-3%	?	0.63µM*	-1%
CCN(CC)S(=O)(=O)N1CCC(C(=O)NCc2ccc(C)cc2)CC1	-9%	1%	-2%	26%	0%	-4%	.	-1%	6%	-9%
COc1cc(/C=C2\C(C)=C(C#N)c3nc(N)c(C#N)c(C)c32)ccc1OCC(=O)O	?	-15%	1%	2%	-6%	-3%	-2%	-4%	-6%	-2%
O=C(Nc1ccn(Cc2ccccc2F)n1)c1ccc(COc2ccc(Br)cc2)cc1	-6%	-28%	2%	?	-26%	-3%	.	-5%	-20%	?
COCC1CCN(C(=O)c2cc(COc3ccc4ncccc4c3)on2)CC1	2%	-35%	-10%	?	-24%	-2%	-1%	-9%	-38%[inhibitor]	6.3µM*
COC(=O)c1sc(N(C)C)c(C#N)c1-c1ccccc1	.	4%	-2%	1%	0%	-5%	-7%	5%	1%	-7%
COc1ccccc1CN1CC(C(=O)NC2CCCCC2)CC1=O (stereo not given)	-11%	5%	8%	-24%	1%	-4%	-7%	0%	-4%	-3%
O=C(NC1CCN(S(=O)(=O)c2ccc(Cl)cc2)CC1)c1cccnc1	0%	3%	6%	?	-1%	2%	-2%	-3%	-1%	-8%
COc1ccccc1[C@@]1(C)ON(c2ccccc2C(F)(F)F)C1=O	.	-11%	4%	.	-12%	-4%	?	-3%	-5%	.
O=C(c1cn(Cc2ccccc2)nc1-c1cccnc1)N1CCN(Cc2ccccc2)CC1	.	-1%	0%	.	-4%	-2%	-11%	2%	-8%	.
Cc1cc(C)nc(SCC(=O)Nc2ncc3c(n2)CCCC3=O)n1	5%	-10%	3%	-14%	-1%	0%	2%	1%	0%	0%
CCOC(=O)CCCNC(=O)CCNC(=O)c1ccc(OC)cc1	?	-3%	-4%	?	-3%	12%	-7%	0%	-2%	-1%
CC(=O)N1N=C(c2ccccc2)OC1c1ccc([N+](=O)[O-])s1 (stereo not given)	?	-70%	-10%	13µM*	1%	-11%	-19%	?	1%	?
O=C(CCC(=O)N1CCOc2ccccc21)NCc1ccccn1	-11%	24%	-1%	-18%	8%	2%	1%	0%	2%	-5%
C[n+]1ccccc1N1CCN(c2ccccc2Cl)CC1	.	-22%	-1%	-8%	-15%	-5%	-12%	-6%	-27%	7%
CC(=O)Nc1ccc(NC(=O)C(C)N(C)CC(=O)Nc2ccccc2Br)cc1 (stereo not given)	0%	-29%	-1%	-10%	-1%	-2%	5%	3%	1%	-5%
CN1CCN(c2ccc(NC(=O)Cc3ccccc3)cc2)CC1	-3%	?	19µM*	2%	?	?	-4%	12µM*	?	1%
Cc1nc2nc(SCc3ccccc3)nn2c(C)c1C	.	92%	.	.	9%	?	-9%	?	19%	.
CCC(=O)N1c2ccc(S(=O)(=O)NCCc3ccc(C)cc3)cc2CC1C (stereo not given)	-5%	2%	-2%	12%	2%	7%	0%	-2%	-2%	4%
CCn1c(SCC(=O)N/N=C/C=C\c2ccccc2[N+](=O)[O-])nnc1-c1ccccc1	?	-40%	?	28%	-1%	-6%	.	-2%	-1%	-8%
CN(C)c1ccc(CN2CCCCCC2)cc1	-6%	2%	0%	0%	0%	10%	.	0%	6%	-4%
O=C(c1ccco1)[C@@H]1[C@@H]2C(=O)N(c3ccc(F)cc3)C(=O)[C@@H]2C2c3ccccc3C=CN21 (stereo not given in full)	-7%	.	-17%	11%	-2%	?	.	0%	-7%	1%
CCN(CC)S(=O)(=O)c1cc(NC(=O)Cc2ccsc2)ccc1C	-4%	-7%	-9%	?	-1%	-2%	2%	-17%	7%	12%
COc1cc(/C=N/NC(=O)c2ccc(C)nc2)cc([N+](=O)[O-])c1O	?	-23%	21µM*	?	0%	-4%	2%	-2%	2%	-9%
CC(=O)Nc1ccc2ccccc2c1	-1%	?	?	33%	21%	14%	10%	?	15%	5%
CN(Cc1cccs1)S(=O)(=O)c1ccc(Cl)cc1F	.	-6%	2%	.	-5%	1%	?	-4%	0%	.
CN(C)C(=O)N1CCN(S(=O)(=O)c2ccc3ccccc3c2)CC1	1%	21%	5%	25%[1.91 µM]	-4%	.	-1%	-4%	-1%	?
CC(C)c1ccc(-c2nc3c([nH]2)c(=O)n(C)c(=O)n3C)cc1	-3%	-48%	-19%	3%	17%	8%	-2%	0%	0%	-2%

Two of the compounds above, with values under each structure.
The line under a structure holds: MBNL1 CUG block, BRCA1 expr up, FLuc modulator, RORgamma inh, NPC1 promoter act, p53 reactivation, uPA surface inh, ELG1 genotox, Rab9 promoter act, Gal4-VP16 FLuc
> COc1ccc(-c2cnn3c4c(c(C)nc23)CCN4C2CCCC2)cc1OC
→ -6%, -25%, -16%, 9%, 0%, -4%, -1%, 4%, -9%, -5%
> COC(=O)C(C)Oc1ccc(-c2nccc(-c3ccc(F)cc3)n2)cc1 (stereo not given)
→ 0%, 59%, 15µM*, 8%, 7%, 8%, -15%, 4%, 0%, 4%

As entered above:
COc1cc(/C=N/NC(=O)c2ccc(C)nc2)cc([N+](=O)[O-])c1O in FLuc modulator has 21µM*
COC(=O)C(C)Oc1ccc(-c2nccc(-c3ccc(F)cc3)n2)cc1 (stereo not given) in BRCA1 expr up has 59%
COC(=O)c1sc(N(C)C)c(C#N)c1-c1ccccc1 in Gal4-VP16 FLuc has -7%

New compounds follow
compound	MBNL1 CUG block	BRCA1 expr up	FLuc modulator	RORgamma inh	NPC1 promoter act	p53 reactivation	uPA surface inh	ELG1 genotox	Rab9 promoter act	Gal4-VP16 FLuc
Cc1ccccc1Cn1ccc(NC(=O)c2nc3ncccn3n2)n1	3%	54%	-14%	42%	7%	21%	-7%	?	2%	8%
O=S1(=O)CCOC[C@H](CC2CCCCC2)N1Cc1ccccc1F	0%	-6%	3%	-2%	1%	.	-12%	-1%	-2%	1%
OCCNc1ncnc2c1ncn2Cc1ccccc1	-2%	8%	4%	0%	-3%	-5%	-2%	-3%	-1%	-7%
CCOC(=O)C(C)Oc1c(C(=O)OC)sc2ncccc12 (stereo not given)	.	-36%	3%	8%	0%	-2%	-3%	3%	0%	14%
CN1C[C@@H]2C[C@@H](c3cccn3-c3nccs3)N3CCC[C@@]23C1=O	-7%	-4%	-2%	?	-5%	2%	0%	-1%	-1%	0%
O=C1/C(=C\c2ccsc2)N2CCC1CC2	-2%	-11%	-1%	17%	1%	7%	3%	2%	-6%	9%
CCOC(=O)C(=O)N1CCC(C(=O)OC)CC1	1%	-9%	0%	-16%	0%	-4%	-2%	-5%	-4%	-1%
COc1ccc(CCN(C)Cc2nc(-c3cnccn3)no2)cc1OC	-2%	-3%	-1%	5%	2%	-1%	4%	0%	-1%	-1%
CCOc1ccccc1NC(=O)c1sc2nc(C)nc(N3CCOCC3)c2c1C	0%	-1%	0%	-13%	-7%	3%	7%	-7%	-4%	-4%
CC(=O)Nc1ccc(S(=O)(=O)Nc2cccc(-n3cnnn3)c2)cc1	6%	-4%	1%	2%	-16%	-1%	2%	1%	2%	-4%
CC(=O)c1ccc(S(=O)(=O)NCCC(=O)OC(C)C(=O)Nc2ccc(F)cc2)cc1 (stereo not given)	.	9%	-1%	.	-5%	3%	1%	2%	-2%	.
CN1CCN(c2ccc(NC(=O)c3ccc4c(c3)OCCO4)cc2Cl)CC1	-10%	?	4.8µM*	-22%	3.5µM*	8%	-10%	?	2µM*	-3%
Cc1cc(C)cc(Nc2ncnc3nc[nH]c23)c1	-1%	26%	?	4%	12%	7%	-5%	9%	20%	14%
Cc1cc(C)cc(C(=O)NC(CC(N)=O)c2ccc(NCCN3CCCC3)c([N+](=O)[O-])c2)c1 (stereo not given)	?	18%	2%	0%	-1%	10%	14%	4%	-1%	-1%
Fc1ccc(NCc2nnc3n2CCCCC3)cc1	.	0%	0%	?	-2%	9%	-14%	2%	3%	-5%
NC(C(=O)O)C1CC(Cl)=NO1 (stereo not given)	-13%	.	12%	-2%	1%	3%	.	-2%	2%	-2%
Cn1nc(-c2ccccc2)c(CO)c1Oc1ccc(F)cc1	-4%	22%	2%	7%	1%	-1%	-3%	-1%	4%	23%
O=C(c1ccc(Cn2cc(Br)cn2)cc1)N1N=C(C(F)F)CC1(O)C(F)F (stereo not given)	-4%[11.5 µM]	-10%	1%	-26%	-2%	6%	-2%	0%	-1%	-30%
CCC(=O)N1CCN(c2ccc(NC(=S)NC(=O)c3cccc([N+](=O)[O-])c3)cc2)CC1	?	-12%	0%	?	0%	-6%	-4%	-4%	-2%	?
O=C(CNCCc1ccccc1)N1CCc2ccccc2C1	-5%	-13%	-1%	-10%	0%	2%	1%	2%	11%	5%
CN(C)S(=O)(=O)c1cccc(NC(=O)COC(=O)c2cc(=O)[nH]c(=O)[nH]2)c1	-9%	-2%	1%	5%	-1%	0%	2%	1%	-2%	-2%
